TSHR antagonist = Antagonists of the Thyroid Stimulating Hormone Receptor: HTS campaign; activity change, negative = inhibition, % at 11.5 µM; TSHR-expressing cells, TSH-stimulated cAMP HTRF, 2 h; active compounds read low; 330,000 compounds, 0.2% hits;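 active = activity change below a set negative limit, meaning inhibition stronger than a set level, cut at about -70% in these data; inconclusive = activity change between two set negative limits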; note: % is set by controls: 0 for no effect and ±100 for the full control effect
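Cell-based HTRF cAMP assay; TSHR cells + compound, TSH EC80 (4nM final), 2 h, 37 deg C. Lysis with anti-cAMP cryptate and cAMP-d2, 30 min RT, read 665/620 nm.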
BCR signal inh = qHTS Assay to Find Inhibitors of Chronic Active B-Cell Receptor Signaling. Potency, µM (titrated, usually from 46.1 µM), for the others: at the highest dose ratio change, negative = lower green/red ratio, usual class: inhibitors. ABC-DLBCL IkBa-CBG/CBR reporter, luminescence ratio, 4 h. 340,000 compounds, 0.05% hits; active = well fitted inhibition curve with a large enough effect in the signal ratio, with a control signal flat, not every such curve was filed as active; inconclusive = small, poorly fitted or top-dose-only effect, or effect the other way, or a change in a side signal; the % refers to the signal ratio;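 note: potency is the fitted concentration of half-maximal effect; plate controls were basal doxycycline-induced cells for no effect and cells given 10 µM MG132 for full effect; MG132 reads +100%, hits lower the ratio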
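Concentration-response series (up to 46 uM) were applied to TMD8 dual-reporter cells for 4 h at 37C with doxycycline. Green/red ratio, after filter-overlap correction, defined %Activity; red signal alone was normalised to basal cells and zero luminescence.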
USP2a block = qHTS Assay for Inhibitors of Ubiquitin-specific Protease USP2a Using CHOP2 as the Reporter; USP2 core, Ub-CHOP2 coupled fluorogenic reporter, 485/531; Potency, µM (series often up to 38.3 µM), inactives show top-dose activity change, negative = inhibition, usual class: inhibitors; 330,000 compounds, 0.01% hits;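 note: potency is the fitted concentration of half-maximal effect; plate controls were DMSO wells for no effect and full inhibition by NEM control for full effect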
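Cell-free coupled assay: 10nM USP2 core preincubated 30min RT with compound in Tris-HCl pH 8.0/CaCl2/CHAPS buffer, then 25nM Ub-CHOP2 and 25nM reporter substrate; fluorescence (Ex 485/Em 531) read after 60min RT, normalized to NEM inhibition, concentration-response curves fitted.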
GALK inhibitor = qHTS Assay for Inhibitors of Human Galactokinase (GALK) | Purified GALK, Kinase-Glo residual ATP luminescence | 270,000 compounds, 0.007% hits | Potency, µM (doses to about 57.5 µM), inactives show at the top dose activity change, negative = inhibition, most hits filed as inhibitors; note: potency is the fitted concentration of half-maximal effect; % is set by controls: 0 for no effect and ±100 for the full control effect
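GALK at 5 nM final was combined with compound, 35 uM ATP and 100 uM galactose in HEPES pH8.0 with MgCl2 and DTT. The reaction ran one hour at room temperature before luminescent ATP detection.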
PKM2 activator = qHTS Assay for Activators of Human Muscle isoform 2 Pyruvate Kinase | 260,000 compounds, 0.34% hits | AID 1631, 2009 | purified PKM2, Kinase-Glo ATP luminescence, activation; response scale: 0% is enzyme alone, no compound | Potency, µM (highest dose often 57.5 µM), without a hit: at the top dose activation, actives largely listed as activators; note: potency is the fitted concentration of half-maximal effect; % is set by controls: 0 for no effect and ±100 for the full control effect; nearly all actives have a fitted effect of over 55% in size
Target sequence (P14618 whole entry, looked up, canonical isoform): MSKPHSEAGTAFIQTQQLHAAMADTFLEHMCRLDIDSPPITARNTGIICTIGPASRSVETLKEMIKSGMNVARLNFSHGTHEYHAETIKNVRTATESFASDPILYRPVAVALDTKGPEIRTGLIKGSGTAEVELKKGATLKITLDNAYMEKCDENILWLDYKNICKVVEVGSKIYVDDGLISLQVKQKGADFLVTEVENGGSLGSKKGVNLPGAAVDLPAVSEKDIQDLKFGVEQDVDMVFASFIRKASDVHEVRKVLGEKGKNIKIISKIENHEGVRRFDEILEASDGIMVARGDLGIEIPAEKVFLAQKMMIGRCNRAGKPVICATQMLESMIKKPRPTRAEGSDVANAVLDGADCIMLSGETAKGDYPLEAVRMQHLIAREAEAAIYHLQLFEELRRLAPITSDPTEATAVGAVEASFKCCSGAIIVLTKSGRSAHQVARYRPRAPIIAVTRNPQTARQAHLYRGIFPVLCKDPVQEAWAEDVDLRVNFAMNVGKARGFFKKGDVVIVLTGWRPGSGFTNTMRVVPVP
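Kinase-Glo luminescence reports ATP generated from ADP (0.1 mM) and PEP (0.5 mM) by purified hPK-M2 after 1 h at room temperature, pH 7.2 imidazole buffer; intermediate enzyme activity allows detecting inhibitors and activators.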
hERG WT inh = qHTS for Inhibitors of KCHN2 3.1: Wildtype qHTS | Voltage-gated inwardly rectifying potassium channel KCNH2 (Homo sapiens), Q12809 | U2OS, BacMam KCNH2, thallium flux FluxOr; active compounds read low | activity change, % at 1.84 µM | 340,000 compounds, 0.37% hits;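 active = maximum activity change below -70%; inconclusive = maximum activity change between -70% and -50%; inactive = maximum activity change above -50%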; note: % is set by controls: 0 for no effect and ±100 for the full control effect
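U2OS cells transduced with wild-type KCNH2 virus are loaded with FluxOr dye for 45 min, and thallium flux is measured in kinetic reads before and after stimulation buffer. Rate constants are normalized to DMSO controls.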
ASM inhibitor = Inhibitors of Secretory Acid Sphingomyelinase (S-ASM): qHTS; Sphingomyelin phosphodiesterase (Homo sapiens), P17405; 340,000 compounds, 0.006% hits; placental ASM, HMU-PC fluorogenic substrate, 60 min; Potency, µM (series often up to 57.5 µM), for the others: at the highest dose activity change, negative = inhibition, most hits filed as inhibitors; note: potency is the fitted concentration of half-maximal effect
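Steps: dispense placental human ASM, pin compound, wait 10 min at room temperature, add HMU-PC0 substrate at 9 uM final, incubate 60 min at 37 °C, add stop solution raising pH to 10, read fluorescence.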
Menin MLL FP TR = qHTS Assay for Inhibitors Targeting the Menin-MLL Interaction in MLL Related Leukemias: Competition With Texas Red Labeled MLL-derived Mutant Peptide; Potency, µM (titrated, usually from 61.6 µM), inactives show top-dose FP activity change, negative = inhibition, most hits filed as inhibitors; 270,000 compounds, 0.23% hits; O00255; AID 1768, 2009; Menin + Texas Red MLL mutant peptide, fluorescence polarization; active = well fitted inhibition curve with a large enough effect in the polarisation, with a control signal flat, not every such curve was filed as active; inconclusive = small, poorly fitted or top-dose-only effect, or effect the other way, or a change in a side signal; inactive = no such curve, though single readings can be large or run the other way; the % refers to the polarisation; note: potency is the fitted concentration of half-maximal effect; % of control where 0% means no effect; many of its hits are not listed in these tables
Mito fusion act = qHTS Assay for Small Molecule Inhibitors of Mitochondrial Division or Activators of Mitochondrial Fusion. S. cerevisiae fusion-defective mutant growth rescue, CellTiterGlo 48 h. 320,000 compounds, 0.23% hits. Potency, µM (doses to about 46.1 µM), for the others: at the highest dose growth rescue (activation), actives largely listed as activators;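 note: potency is the fitted concentration of half-maximal effect; % of control where 0% means no effect; nearly all actives have a fitted effect of over 45% in size; temperature-sensitive fusion mutants such as fzo1-1 at 37 °C on non-fermentable ethanol glycerol medium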
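Temperature-sensitive fusion-defective S. cerevisiae (e.g. fzo1-1, mgm1-5) were grown with compound in YPEG medium (3% ethanol, 3% glycerol) for 48 hours at 37C. Growth rescue was measured as viability by CellTiterGlo luminescence after 10 minutes at ambient.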
MBNL1 CUG block = qHTS Assay for Inhibitors of MBNL1-poly(CUG) RNA binding. Potency, µM (series often up to 57.5 µM), for the others: at the top dose activity change, negative = inhibition, hits mostly inhibitors. 280,000 compounds, 0.036% hits. AID 2675, 2010. TR-FRET MBNL1-His/biotin-(CUG)12 binding, 665/545 ratio; active = well fitted inhibition curve with a large enough effect in the signal ratio, with a control signal flat, not every such curve was filed as active; inconclusive = small, poorly fitted or top-dose-only effect, or effect the other way, or a change in a side signal; inactive = no such curve, though single readings can be large or run the other way; the % refers to the signal ratio; note: potency is the fitted concentration of half-maximal effect; % is set by controls: 0 for no effect and ±100 for the full control effect
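TR-FRET readout: Ex 340 nm, 665/545 nm emission ratio, normalized to buffer-only (basal) and MBNL1-(CUG)12 controls. Complex of MBNL1-His with Biotin-(CUG)12, compounds 92 nM–58 uM, incubated 60 min at room temperature.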
Eya2 phos inh = qHTS Assay for Inhibitors of the Phosphatase Activity of Eya2 | recombinant Eya2, OMFP fluorescence dephosphorylation (OMFP is methylfluorescein phosphate) | 330,000 compounds, 0.006% hits | Protein phosphatase EYA2 (Homo sapiens), O00167 | Potency, µM (doses to about 76.9 µM), for the others: top-dose activity, negative = inhibition, usual class: inhibitors; note: potency is the fitted concentration of half-maximal effect; % is set by controls: 0 for no effect and ±100 for the full control effect
Target sequence (O00167 whole entry, looked up): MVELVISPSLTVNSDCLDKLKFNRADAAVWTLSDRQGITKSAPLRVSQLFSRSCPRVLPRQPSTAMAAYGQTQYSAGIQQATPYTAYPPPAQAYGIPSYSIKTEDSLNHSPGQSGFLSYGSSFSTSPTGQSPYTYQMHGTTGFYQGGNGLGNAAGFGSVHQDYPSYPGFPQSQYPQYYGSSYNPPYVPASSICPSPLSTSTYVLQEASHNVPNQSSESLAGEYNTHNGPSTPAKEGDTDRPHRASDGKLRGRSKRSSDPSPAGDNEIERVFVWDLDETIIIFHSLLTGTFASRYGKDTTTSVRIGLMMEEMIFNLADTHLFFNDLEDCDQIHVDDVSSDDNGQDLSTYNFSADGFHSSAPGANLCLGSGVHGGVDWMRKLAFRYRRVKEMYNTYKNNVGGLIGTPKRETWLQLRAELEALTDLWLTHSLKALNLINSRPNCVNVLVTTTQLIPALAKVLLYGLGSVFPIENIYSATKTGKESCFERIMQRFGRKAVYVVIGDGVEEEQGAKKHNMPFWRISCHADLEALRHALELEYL
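Eya2 protein (added as 0.2 uM solution) was preincubated with compound for 10 min at ambient temperature in 50 mM HEPES pH 7.5, 50 mM NaCl, 5 uM MgCl2, 0.05% BSA, 1 mM DTT. OMFP (added at 50 uM) then reacted 10 min; fluorescence read at 485/525 nm.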
Active calls of the source: *; i = inactive; ? = inconclusive; nt = not tested or not shown; [ ] = another dose, or the depositor's remark. Unless noted, calls come from the whole dose curve; as a rule, active = well fitted curve in the direction sought with a large enough effect; inconclusive = small, poorly fitted or top-dose-only effect, or another doubt; inactive = no such curve, though single readings can be large; an effect the other way counts as inactive or inconclusive. Only part of the results is shown (hit frequency here may not be typical).

Each structure is followed by: TSHR antagonist | BCR signal inh | USP2a block | GALK inhibitor | PKM2 activator | hERG WT inh | ASM inhibitor | Menin MLL FP TR | Mito fusion act | MBNL1 CUG block | Eya2 phos inh
> Cn1c(=O)oc2cc(S(=O)(=O)NCc3ccccc3)ccc21
→ 6 | ? | -1% | 1% | 29% | 3 | 1% | 1% | 2% | -9% | 1%
> COc1cc(/C=N\NC(=O)c2ccc(Cn3nc([N+](=O)[O-])c(Cl)c3C)o2)ccc1O
→ 1 | ? | 3% | 0% | 1% | 2 | -14% | 9% | -4% | ? | 4%
> CCC(C)c1ccccc1NC(=O)C(C)OC(=O)CN1C(=O)NC(C)(C)C1=O (stereo unspecified)
→ 5 | -8% | -2% | nt | nt | 3 | nt | nt | -6% | nt | 16%
> Cc1noc(C)c1COC(=O)c1ccc(F)c(S(=O)(=O)N2CCCCC2)c1
→ -1 | ? | 1% | 12% | -1% | nt | -1% | -13% | 9% | -17% | -10%
> CC1=C(C(=O)N2CCCC(CCC(=O)NCc3ccccc3F)C2)OCCO1 (stereo unspecified)
→ -4 | -1% | 3% | 3% | ? | -9 | -2% | -23% | 2% | -8% | 2%
> CC(C)(C)NC(=O)CCc1nnc(Cc2c[nH]c3ccccc23)o1
→ 27 | ? | 5% | -2% | 2% | -12 | -2% | -12% | 5% | 4% | -1%
> CC1COc2ccccc2N1S(=O)(=O)c1ccccc1 (stereo unspecified)
→ -16 | 0% | -2% | -3% | 2% | 4 | -2% | 3% | -6% | -5% | -5%
> C[C@]12CC[C@@H]3c4ccc(O)cc4CC[C@H]3[C@@H]1CC[C@@H]2OC(=O)CCC(=O)O
→ -15 | ? | 3% | 4% | 2% | -11 | 2% | 0% | -9% | -15% | 8%
> C=CCn1c(SCC(=O)OC)nc2sc3c(c2c1=O)CCN(C)C3
→ 1 | 4% | 0% | 1% | 3% | nt | nt | 7% | -2% | 4% | 0%
> C=CC[C@H](CC(=O)N[C@H](CO)Cc1ccccc1)C(=O)N[C@@H](COC(=O)[C@@H](CC=C)CC(=O)OC(C)(C)C)Cc1c[nH]c2ccccc12
→ -9 | 0% | ? | nt | nt | -2 | -10% | nt | nt | nt | 3%
> CCOc1ccc(-n2c(Cc3cc(=O)[nH]c(=O)[nH]3)nnc2SCC(=O)OC)cc1
→ -5 | 2% | 2% | 1% | -1% | -3 | 8% | 1%[11.7 µM] | 2% | 10% | 14%
> CC1CCN(C(=O)COC(=O)c2ccc([N+](=O)[O-])o2)CC1
→ -8 | 8% | 2% | nt | nt | 2 | 2% | nt | nt | nt | 3%
> CCNc1nc(NCC)nc(N(C#N)CCOc2ccccc2)n1
→ -3 | ? | -1% | 3% | 1% | -5 | -1% | -12% | 13% | 5% | -8%
> CC(C)(C)Nc1ncnc2c1cnn2-c1ccccc1
→ -30 | ? | 0% | 2% | 4% | 9 | -1% | 23% | 16% | -4% | -31%
> O=C1CCCN1CC1CCCN(Cc2nc(COc3ccccc3)no2)C1 (stereo unspecified)
→ -6 | 0% | 5% | -1% | 0% | -24 | 1% | -1% | -5% | -7% | 9%

The listing continues.
| compound | TSHR antagonist | BCR signal inh | USP2a block | GALK inhibitor | PKM2 activator | hERG WT inh | ASM inhibitor | Menin MLL FP TR | Mito fusion act | MBNL1 CUG block | Eya2 phos inh |
| --- | --- | --- | --- | --- | --- | --- | --- | --- | --- | --- | --- |
| CC1CCc2c(sc(/N=C/c3cccnc3)c2C(N)=O)C1 (stereo unspecified) | -3 | -4% | 2% | -2% | -4% | -1 | 34%[activator] | nt | 4% | 0% | 4% |
| CC1CCN(C(C)C(=O)Nc2cc(S(=O)(=O)N3CCCCC3)ccc2Cl)CC1 (stereo unspecified) | 21 | 6% | -1% | nt | nt | 2 | 1% | nt | -4% | nt | 3% |
| CN(C)S(=O)(=O)c1cccn1-c1ncc(C(F)(F)F)cc1Cl | 28 | ? | 0% | -3% | 13% | -5 | -3% | 7% | 2% | -3% | -1% |
| O=C(CN(C(=O)c1cccc([N+](=O)[O-])c1)C1CCCCC1)Nc1ccc(Cl)c([N+](=O)[O-])c1 | 0 | -1% | 6% | 3% | -2% | 19 | -6% | ? | 2% | -4% | -1% |
| CCN(CC)C(=O)Cn1c(=O)n(CCCC(=O)NCc2ccccc2)c(=O)c2sccc21 | 0 | 5% | 0% | 15% | 3% | -5 | -2% | 14% | 2% | -1% | 2% |
| C=CCn1c(N)c(C(=O)OC(C)CC)c2nc3ccccc3nc21 (stereo unspecified) | -2 | ? | 0% | 5% | 0% | -12 | i | -5% | 14% | 21% | 10% |
| CCOC(=O)c1ccc(NC(=O)CCn2c(=O)oc3ccccc32)cc1 | -15 | 0% | 2% | 8% | -16% | -6 | -1% | 3% | 7% | -5% | -1% |
| COc1ccc(NC(=O)CSc2ncnc3c2sc2ccccc23)c(OC)c1 | 8 | 0% | 6% | 1% | -3% | 26 | 1% | 1% | -3% | -16% | 4% |
| O=C(CCC(=O)N(CC(=O)NC1CCCC1)c1cccc(F)c1)Nc1nccs1 | -23 | 2% | 0% | 1% | nt | -1 | 2% | -11% | 4% | -4% | -2% |
| COc1ccc(C2CC(=O)C3=C(C2)Nc2ccccc2N(C(=O)C2CC2)C3c2cccnc2)cc1OC (stereo unspecified) | nt | nt | nt | -6% | -3% | -7 | 5% | -22% | 3% | -14% | nt |
| CCCCC(=O)O[C@H]1CC[C@H]2[C@@H]3CCc4cc(O)ccc4[C@H]3CC[C@]12C | -4 | ? | -13% | 5% | 2% | -8 | -20% | 26% | -18% | 17% | ? |
| O=S(=O)(c1ccc(N2CCN(CCO)CC2)nc1)N1CCOCC1 | 3 | 2% | 1% | nt | nt | 0 | 6% | nt | -9% | nt | 2% |
| Nc1ncnc(Oc2cccc(C(F)(F)F)c2)c1[N+](=O)[O-] | -9 | -4% | -1% | 0% | 7% | -3 | -2% | -9% | 1% | nt | -1% |
| c1ccc(-c2nn3c(Cn4cnc5ccccc54)nnc3s2)cc1 | 0 | -14% | 0% | 0% | 3.2µM* | 14 | -2% | -19% | -2% | -3% | -8% |
| CC(C)OC(=O)C1C2C=CC3(CN(C(C)c4ccc(Br)cc4)C(=O)C13)O2 (stereo unspecified) | 4 | 4% | -1% | 2% | 5% | 2 | 5% | 0%[11.7 µM] | 0% | ? | 5% |

One compound at a time, as listed above:
COc1ccc(C2CC(=O)C3=C(C2)Nc2ccccc2N(C(=O)C2CC2)C3c2cccnc2)cc1OC (stereo unspecified) as listed: TSHR antagonist: nt; BCR signal inh: nt; USP2a block: nt; GALK inhibitor: -6%; PKM2 activator: -3%; hERG WT inh: -7; ASM inhibitor: 5%; Menin MLL FP TR: -22%; Mito fusion act: 3%; MBNL1 CUG block: -14%; Eya2 phos inh: nt
c1ccc(-c2nn3c(Cn4cnc5ccccc54)nnc3s2)cc1 as listed: TSHR antagonist: 0; BCR signal inh: -14%; USP2a block: 0%; GALK inhibitor: 0%; PKM2 activator: 3.2µM*; hERG WT inh: 14; ASM inhibitor: -2%; Menin MLL FP TR: -19%; Mito fusion act: -2%; MBNL1 CUG block: -3%; Eya2 phos inh: -8%

Bioassay records (PubChem)
